# bIAP inh: bovine intestinal alkaline phosphatase inhibitors, primary screen, selectivity assay for TNAP inhibitor project, biochemical, bovine IAP, CDP-star luminescence; purified bovine IAP, 30 min; inhibition, % at 20 µM; 190,000 tested, under 10 active;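 active = over 50% inhibition of intestinal alkaline phosphatase at 20 µM in the single-dose screen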
#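 Incubation: 30 min reaction at room temperature / Material: purified bovine intestinal alkaline phosphatase (IAP) enzyme / Input: enzyme at 1/65,000,000 dilution / Dosing: 20 µM single dose / Signal: CDP-star luminescence signal / Reagent: CDP-star chemiluminescent phosphatase substrate, 30 µM final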
# PPARg SRC-1 ag: PPARgamma agonists recruiting SRC-1 coactivator, primary screen, biochemical; activation, % at 8 µM; PPARgamma-SRC-1 coactivator recruitment biochemical assay; 200,000 compounds, 0.41% hits; AID 631, 2007; in the data active = activation above about 19%;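 note: 0% = DMSO and 100% = reference agonist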
# S1P3 antag: S1P3 receptor antagonists, primary screen, cell-based; CHO S1P3 NFAT-BLA reporter, FRET fluorescence, antagonist mode; Sphingosine 1-phosphate receptor 3 (Homo sapiens), Q99500; 170,000 compounds, 0.27% hits; AID 485, 2006; inhibition, % at 4.98 µM;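 active = inhibition above the plate cutoff, the mean inhibition of test wells on that plate plus 3 SD, cut at about 28% in these data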;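 note: cells challenged with S1P at its EC80 of 0.8 µM; blue over green emission ratio from cleaved BLA substrate after 4 h stimulation; 0% = S1P-stimulated wells and 100% = unstimulated DMSO-only wells; some compounds past the cut are filed as inactive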
# Target sequence (Q99500 whole entry, looked up): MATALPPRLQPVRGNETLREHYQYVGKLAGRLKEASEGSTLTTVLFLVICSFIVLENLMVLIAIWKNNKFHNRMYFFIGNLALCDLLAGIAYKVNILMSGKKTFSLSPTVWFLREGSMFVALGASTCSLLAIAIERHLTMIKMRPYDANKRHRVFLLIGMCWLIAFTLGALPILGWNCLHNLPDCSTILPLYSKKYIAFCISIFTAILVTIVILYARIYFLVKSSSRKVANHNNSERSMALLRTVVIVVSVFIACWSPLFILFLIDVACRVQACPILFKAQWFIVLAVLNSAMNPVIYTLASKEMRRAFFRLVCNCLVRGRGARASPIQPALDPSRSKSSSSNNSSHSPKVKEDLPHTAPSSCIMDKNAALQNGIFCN
# SRC2 TRFRET art: TR-FRET signal artefacts, primary screen, artefact control for PPARgamma SRC-2 agonist project, biochemical; TR-FRET artefact counter-screen; active compounds read high; TR-FRET ratio at 8 µM; AID 1049, 2008; 200,000 compounds, 0.4% hits; in the data active = TR-FRET ratio above about 2000; note: inactives centre near 1500
# PPARg SRC-2 ag: agonists of PPARg-SRC-2 recruitment, primary screen, biochemical, HTS | Peroxisome proliferator-activated receptor gamma (Homo sapiens), P37231 | PPARgamma LBD-SRC-2 recruitment | activation, % at 8 µM | 200,000 compounds, 0.34% hits; in the data active = activation above about 22%;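 note: 0% = vehicle and 100% = reference agonist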
# PPARg SRC3 recr: PPARgamma agonists recruiting SRC-3 coactivator, primary screen, biochemical; Peroxisome proliferator-activated receptor gamma (Homo sapiens), P37231; biochemical PPARgamma/SRC-3 coactivator recruitment assay; activation, % at 8 µM; 200,000 compounds, 0.26% hits; in the data active = activation above about 23%;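 note: 0% = DMSO and 100% = reference agonist; some compounds past the cut are filed as inactive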
# Lmaj promast: Leishmania major promastigote growth inhibition, primary screen | Leishmania major promastigotes, resazurin fluorescence viability | inhibition, % at 10 µM | 200,000 compounds, 9% hits; in the data active = inhibition above about 50%;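 note: promastigotes grown with compound for 44 hours at 28 °C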
# RAM network inh: inhibitors of the yeast RAM network, primary screen, dse1pr::URA3 reporter, 5-FOA selection; S. cerevisiae dse1pr::URA3 reporter, 5-FOA growth OD615, 2 d; analog-sensitive cbk1-as2 kinase mutant strain; inhibition, % at 50 µM; 190,000 compounds, 1.8% hits; AID 868, 2007;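 active = inhibition above a set limit, 3 SD over mean compound inhibition, cut at about 8.4% in these data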;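 note: 0% = DMSO-only wells with no growth and 100% = 10 µM 1-NA-PP1 full growth; inhibition rescues growth on 5-FOA so higher OD means more RAM inhibition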
# Redox H2O2 prof: compounds producing H2O2 with reducing agent – biochemical, NIH compound library profiling, artefact control for MLSCN library redox annotation, primary screen | DTT-dependent redox cycling H2O2, phenol red/HRP absorbance; 100% = 100 µM peroxide control, 0% = buffer | activation, % at 10 µM | 200,000 compounds, 0.03% hits;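 active = activation of at least 50% relative to the plate's high and low controls in the primary single-dose screen; inactive = activation below 50%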;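 note: compound incubated with DTT at 0.8 mM final as the reducing agent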
# ROMK mod: ROMK potassium channel modulators, primary screen, cell-based, thallium flux, MLSMR library; ATP-sensitive inward rectifier potassium channel 1 (Homo sapiens), P48048; Tet-inducible ROMK, thallium flux fluorescence; actives lie on both sides; B-score at 10 µM; 130,000 compounds, 2% hits; AID 1918, 2009;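 active = signal ratio slope over the read window, or its plate-corrected B-score, at least 3 SD from the plate mean, either direction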;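 note: B-score of the F/F0 ratio slope over 7 to 12 s after thallium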
# Target sequence (P48048 whole entry, looked up): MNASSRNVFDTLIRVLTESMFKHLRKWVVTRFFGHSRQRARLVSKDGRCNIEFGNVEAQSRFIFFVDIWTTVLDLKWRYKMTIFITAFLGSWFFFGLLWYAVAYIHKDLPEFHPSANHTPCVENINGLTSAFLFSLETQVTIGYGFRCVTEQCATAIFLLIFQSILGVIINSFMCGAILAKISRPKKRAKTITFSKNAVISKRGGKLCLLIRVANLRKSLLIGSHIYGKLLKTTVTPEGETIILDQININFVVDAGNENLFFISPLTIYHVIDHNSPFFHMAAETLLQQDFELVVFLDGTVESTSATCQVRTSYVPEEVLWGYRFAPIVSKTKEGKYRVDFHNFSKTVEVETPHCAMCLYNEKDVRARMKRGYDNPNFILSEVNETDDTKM
# Efa HMGR inh: inhibitors of E. faecalis class II HMGR, primary screen, biochemical, Enterococcus faecalis. purified E. faecalis HMGR, NADPH absorbance 340 nm kinetic. inhibition, % at 10 µM. HMG-CoA reductase (Enterococcus faecalis, mvaE). AID 1066, 2008. 190,000 compounds, 0.41% hits;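 active = inhibition above a set limit, the median over all tested compounds plus 3 SD, cut at about 9.5% in these data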;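 note: enzyme runs in reverse so mevalonate oxidation gives rising NADPH absorbance; 0% = complete reaction with DMSO and 100% = background rate lacking mevalonate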
# An asterisk follows results filed as active; . = not tested or not shown. Outcome played no part in choosing rows; about 13% have a hit in one of these screens.
SMILES,bIAP inh,PPARg SRC-1 ag,S1P3 antag,SRC2 TRFRET art,PPARg SRC-2 ag,PPARg SRC3 recr,Lmaj promast,RAM network inh,Redox H2O2 prof,ROMK mod,Efa HMGR inh
CCOC(=O)N1CCN(c2c(N3CCc4ccccc43)c(=O)c2=O)CC1,-7,11,-13,1675,5,1,3,0.0,-1.2,.,2
COc1ccc(CN2CC(C(=O)NCCc3ccccc3)CC2=O)cc1 (stereo not drawn),5,2,.,1406,-11,11,-1,1.5,1.3,.,3
O=C(NNC(=S)NCc1ccccc1)c1ccc(Br)o1,-9,2,-4,1741,2,1,-7,2.0,-1.8,-0.1,2
O=C(CCC(=O)Nc1ccccc1)NCCO,8,7,.,1457,8,13,0,5.4,0.8,.,-4
Cc1cc(C)cc(N(CC(=O)N2CCN(Cc3ccccc3)CC2)S(=O)(=O)c2c(C)noc2C)c1,0,1,13,1475,-3,-1,-5,-0.9,-2.4,.,-2
Cc1ccc(SCC(=O)NC(=O)NCc2ccco2)c(C)c1,23,2,.,1408,3,12,-4,3.1,0.1,0.028,-2
CCn1c(CCNC(=O)c2ccccc2Cl)n[nH]c1=S,7,5,.,1649,7,0,-5,0.4,-4.3,.,2
CCOc1ccc(CCNC(=O)COC(=O)Cn2cnc3ccccc3c2=O)cc1OCC,-6,-7,-23,1617,2,4,3,0.4,-2.1,-0.84,-4
O=[N+]([O-])c1ccc(N2CCN(S(=O)(=O)c3ccccc3)CC2)c2cccnc12,-2,3,5,1478,3,6,12,1.2,0.2,1.5,-10
CCOC(=O)/C(C#N)=C\C1=C(N2CCOCC2)CC(C)(C)OC1,16,6,-6,1755,7,-1,-3,1.5,0.1,-0.62,8
CNC(=O)COc1ccc(C=O)cc1OC,20,-2,-12,1727,-2,2,60*,1.0,0.1,1.5,-1
CN(C)CCCN(C(=O)c1ccco1)c1nc2ccc(F)cc2s1,-20,11,6,1489,3,3,4,2.4,0.2,-0.69,-2
CCC(=O)c1cc2c(C)cc(=O)oc2c(C)c1OC(C)=O,0,7,5,1487,3,1,11,1.5,-0.1,-0.89,-3
O=C(COc1ccc2c(-c3ccccc3)cc(=O)oc2c1)NCc1cccs1,0,1,2,1480,-1,0,-1,7.0,0.6,.,-1
CC(C)Cn1c(-c2ccc(Br)o2)n[nH]c1=S,2,-4,1,1613,-1,5,-5,0.5,0.1,-0.16,0
Cc1cc(C)c(/C([O-])=C(/C(=S)Nc2ccc(SC(F)F)cc2)[n+]2ccccc2)cc1C,1,5,-6,1648,4,1,26,3.7,-1.1,0.29,-3
COc1ccc(OC)c(C(c2nnnn2Cc2ccccc2)N2CCC(C(N)=O)CC2)c1 (stereo not drawn),-1,3,-23,1462,-5,7,-2,0.9,1.1,.,1
CCOC(=O)N1CCN(C(=O)c2cccc(OC)c2O)CC1,15,2,.,1635,11,2,-4,1.3,0.0,0.89,-3
COc1ccc(Nc2ccccc2C(=O)O)cc1,10,9,-22,1683,15,7,-10,0.5,-0.9,0.2,-4
Cc1ccc(N(C(=O)c2cccs2)C2C=CS(=O)(=O)C2)cc1 (stereo not drawn),14,7,-32,1644,11,1,-5,0.2,-0.7,.,-6
CC(C)COP(=O)(CNC(=O)CN1C(=O)c2ccccc2S1(=O)=O)OCC(C)C,1,-2,10,1474,-3,3,-2,-0.7,-0.2,-0.24,5
O=C(NCC1CCCN(Cc2cccc(C(F)(F)F)c2)C1)c1ccc(F)cc1 (stereo not drawn),0,-1,-17,1486,1,0,80*,0.0,-0.4,-0.19,-4
O=C(COC(=O)c1cnccn1)NCc1ccc(Cl)cc1,0,9,-10,1544,-7,-2,4,-0.5,-0.4,0.81,-1
CN1C(=S)SC(N2OC3C(=O)N(c4ccccc4)C(=O)C3C2c2ccccc2)C1(C)C (stereo not drawn),3,-2,-10,1724,1,3,0,4.0,-0.2,.,-9
CCOC(=O)C1=C(C)NC(=O)NC1c1cccc(O)c1 (stereo not drawn),12,-8,-26,1481,-5,-2,-3,0.5,-0.1,.,-6
CCOC(=O)Nc1ccc(S(=O)(=O)Nc2nccc(C)n2)cc1,11,0,23,1310,-4,-12,-11,1.8,2.8,.,-6
S=c1[nH]cnc2sc(-c3ccccc3)cc12,20,46*,-24,2602*,52*,30*,-10,2.0,-1.3,7.7*,-2
COc1ccc(/C=C2\SC(=O)N=C2N)cc1,-1,3,-5,1454,-3,2,57*,3.9,0.1,0.02,2
COc1ccc(N(CC(=O)Nc2cc(Cl)ccc2OC)S(=O)(=O)c2c(C)noc2C)cc1,-3,6,17,1471,2,3,32,4.4,-0.3,.,0
CNc1ccccc1C(C)(C)c1cc(-c2cccc([N+](=O)[O-])c2)no1,0,-2,5,1790,1,0,16,3.9,-2.6,-1.1,-4
O=C(NC1CCN(C(=S)NCc2ccco2)CC1)NC12CC3CC(CC(C3)C1)C2,2,-2,.,1588,3,-8,9,4.0,-4.1,.,-7
NC(=O)c1c(NC(=O)c2ccccc2)sc2c1CCc1ccccc1-2,7,0,.,1431,7,-1,7,4.0,0.4,1.6,-7
CC(NC(=O)c1cc(-c2ccccc2)on1)c1ccccc1 (stereo not drawn),17,-4,13,1451,-8,-13,-7,4.2,2.4,.,2
CCc1ccccc1NC(=S)N1CCC(C(=O)c2ccc(F)cc2)CC1,10,1,.,1689,4,7,-2,0.8,1.1,.,-3
CCOC(=O)COc1cccc2c(=O)n(CC(=O)N3CCc4ccccc43)ccc12,14,5,-23,1587,6,2,-7,4.1,-2.1,.,-6
COc1cccc(NC(=O)c2ccc(CN3CCOCC3)cc2)c1,0,-2,-40,1610,11,10,-1,2.8,-4.1,.,-7
CO/N=C/NC(=O)NOCc1c(Cl)cccc1Cl,11,-3,.,1364,-5,3,-2,2.6,0.2,0.82,-7
COc1cccc(NC(=S)NCCc2ccccn2)c1,-7,6,-2,1682,3,-1,-2,2.9,-0.1,-0.26,-3
Cn1c(=O)c2c(nc(SCC(=O)NC34CC5CC(CC(C5)C3)C4)n2C)n(C)c1=O,-12,-1,.,1557,-2,-7,3,-0.4,0.3,1.4,-2
COCCNc1nc(-c2cc(C)c(C)cc2C)cs1,-9,-6,5,1508,2,0,4,0.7,-0.1,-0.42,-4
CCN(CC)C(=O)Cn1c(=O)c2ccccc2n2c(=S)sc(-c3cccc(C)c3)c12,4,5,4,1433,-1,-6,1,8.0,1.3,.,-2
CCCOC1CCCN(Cc2cn(C)nc2-c2ccccc2F)C1 (stereo not drawn),10,3,-1,1502,4,-3,-6,0.3,0.4,0.27,4
CCOc1ccc2nc(SCc3ccccc3C#N)sc2c1,10,8,.,1443,6,2,-7,-0.4,1.3,.,-3
CCN1C(=O)c2cccc3c(NS(=O)(=O)c4ccc(NC(C)=O)cc4)ccc1c23,44,9,-12,1539,14,20,6,3.5,-5.0,.,-12
COc1cc(/C=C/C(=O)Nc2ccc3nc4n(c(=O)c3c2)CCCC4)cc(OC)c1OC,-2,11,23,1584,-1,-1,2,1.6,-0.4,-0.13,-10
COc1ccc(C(C)=O)cc1CSCC(=O)O,2,4,-14,1618,5,5,-7,2.5,-0.8,-0.81,-10
COc1ccc(C(=O)N/N=C(/C)c2cccc(NC(=O)C(F)(F)F)c2)cc1,5,5,-3,1492,2,5,-4,0.4,0.0,0.45,-3
CCOc1ccc(C(=O)Nc2sc3c(c2C(=O)OC)CC(C)(C)NC3(C)C)cc1,1,2,-4,1538,16,7,94*,-0.6,0.7,.,-1
COc1cc(NC(=O)/C=C/c2ccccc2[N+](=O)[O-])cc(OC)c1,14,6,14,1459,6,2,-1,4.2,0.3,0.17,1
CC1CCN(c2nc(-c3ccc(F)cc3)cc(C(F)(F)F)n2)CC1,10,11,.,1510,7,-5,0,3.9,-2.6,0.16,0
S=c1[nH]nc(C2CC2)n1Cc1ccccc1,10,10,-10,1516,11,4,-9,1.0,-3.9,0.15,-12
CCSc1nnc(NC(=O)CN2C(=O)C3CC=CCC3C2=O)s1 (stereo not drawn),-7,-6,1,1477,2,3,-4,-0.1,-0.3,0.59,14*
Cc1ccc2oc(=O)c3cc(C(=O)NCCN4CCN(C)CC4)sc3c2c1,4,2,-24,1470,-4,2,37,-0.3,-1.3,.,1
CCCCN(CC)CCCNC(=S)Nc1ccc2nc3n(c(=O)c2c1)CCCCC3,-27,-3,3,1414,-6,1,5,-0.4,-0.3,-0.54,0
Cc1nc(COC(=O)c2c(C)nn(-c3ccccc3)c2C)cs1,-6,2,31,1566,2,-9,-4,0.1,2.4,.,-2
COCc1c(C(=O)OC/C(O)=C(\C#N)c2nc3ccccc3[nH]2)oc2ccccc12,-24,-3,-14,1448,-2,1,-10,3.8,0.2,-0.84,-1
CC(C)c1nnc(NC(=O)CCCC(=O)O)s1,5,10,-38,1602,-2,13,-4,1.2,0.6,.,-2
CCN(CC)S(=O)(=O)c1cc(C(=O)Nc2cccnc2Cl)ccc1Cl,-2,5,-14,1699,11,2,0,1.3,-2.0,-0.32,0
Cc1cc(C)cc(NC(=O)Cn2nnc3ccccc3c2=O)c1,-6,-1,4,1597,-1,1,-1,3.0,0.2,1,-9
CCn1ncc(Br)c1C(=O)Nc1ccc(Cl)cn1,-6,5,11,1568,4,10,-6,4.1,-0.5,.,3

# Other structures follow:
SMILES,bIAP inh,PPARg SRC-1 ag,S1P3 antag,SRC2 TRFRET art,PPARg SRC-2 ag,PPARg SRC3 recr,Lmaj promast,RAM network inh,Redox H2O2 prof,ROMK mod,Efa HMGR inh
COC(=O)c1ccccc1-c1ccc(/C=N/NC(=O)c2cc3ccccc3o2)o1,5,5,2,1757,12,-1,6,-1.1,-0.4,-2.5,-4
CCN1CCN(S(=O)(=O)c2ccc(S(=O)(=O)N(CC)Cc3ccccc3)cc2)CC1,-8,-4,1,1436,-3,7,10,-0.6,-4.0,.,-10
CC(C)NC(=S)NC(=O)/C=C/c1ccc(F)cc1,8,6,15,1552,5,2,-1,4.8,-0.5,.,-4
CN(C)/C(CN1CCN(C=O)CC1)=C1\N=C(c2ccccc2)OC1=O,5,9,.,1649,2,6,-6,0.1,1.0,.,0

# Screening data as filed in PubChem BioAssay.
